High-throughput results as filed in PubChem.
GBA activity up – glucocerebrosidase activity enhancement; P04062; activation, % at 10 µM; AID 784; L444P Gaucher fibroblasts, 4-MU-glucoside fluorescence, 3 days; 30,000 compounds, 0.44% hits; in the data active means activation above about 65%;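 further: 0% = vehicle wells and 100% = positive control wells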
Target sequence (P04062 whole entry L483P): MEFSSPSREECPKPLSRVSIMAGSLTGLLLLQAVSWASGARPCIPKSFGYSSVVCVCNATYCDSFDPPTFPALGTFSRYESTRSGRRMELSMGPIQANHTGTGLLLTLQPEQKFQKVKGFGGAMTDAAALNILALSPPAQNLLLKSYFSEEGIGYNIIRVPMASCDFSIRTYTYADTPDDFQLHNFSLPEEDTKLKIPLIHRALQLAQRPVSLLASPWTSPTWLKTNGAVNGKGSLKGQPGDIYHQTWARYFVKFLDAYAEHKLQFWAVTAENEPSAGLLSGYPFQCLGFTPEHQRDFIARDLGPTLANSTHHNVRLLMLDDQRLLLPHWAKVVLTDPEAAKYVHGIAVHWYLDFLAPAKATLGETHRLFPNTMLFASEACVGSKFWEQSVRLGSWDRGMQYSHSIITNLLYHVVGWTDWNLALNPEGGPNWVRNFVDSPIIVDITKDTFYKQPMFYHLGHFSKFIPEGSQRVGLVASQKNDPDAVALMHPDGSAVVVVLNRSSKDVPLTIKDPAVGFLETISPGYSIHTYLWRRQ
Active calls of the source: *. A portion of the library; rates above refer to the full screens.

Preview, 18 compounds:
> O=C(NCc1ccc2c(c1)OCO2)C1CCN(C(=O)Nc2ccc(Cl)cc2)CC1
  GBA activity up: -40
> CCOc1ccc2nc3ccc4[nH]onc4c3c2c1
  GBA activity up: -4
> O=C(NCCOC(=O)c1ccc(Cl)c(S(=O)(=O)N2CCCCC2)c1)c1ccncc1
  GBA activity up: 9
> COc1ccccc1N1CCN(C(=O)CSc2nnc(NC(=O)C3CC3)s2)CC1
  GBA activity up: -31
> COc1cccc(OC)c1C(=O)Nc1ccc(CN2CCOCC2)cc1
  GBA activity up: -14
> Cc1ccc2nc(-c3ccc(SCC(=O)O)nc3)[nH]c2c1
  GBA activity up: 0
> Cn1c(-c2ccc(Br)o2)nc2cc(Br)ccc21
  GBA activity up: -2
> COc1ccc(C(C(O)C(=O)c2c[nH]c3ccccc23)N2CCN(c3ccccc3)CC2)cc1 (stereo unspecified)
  GBA activity up: -37
> CCCN1CCN(CCCNC(=O)CN2C(=O)COc3ccccc32)CC1
  GBA activity up: 17
> CC(=O)Nc1ccc(S(=O)(=O)N2CCC(n3cnc4cc(F)ccc43)CC2)cc1
  GBA activity up: 7
> Cc1c(C(=O)N2CCCC2)nnn1-c1nonc1N
  GBA activity up: -9
> CN1Cc2c(N)cccc2C(c2ccccc2)C1 (stereo unspecified)
  GBA activity up: -35
> O=C(Nc1c2c(nn1-c1ccc(F)cc1)CS(=O)(=O)C2)C12CC3CC(CC(C3)C1)C2
  GBA activity up: -59
> O=C(c1ccccc1)N1CCN(C2CCCCCC2)CC1
  GBA activity up: 24
> CCOc1ccc(-c2noc(=O)[nH]2)cc1
  GBA activity up: 56
> Brc1ccccc1-c1nnc2sc(Cc3ccccc3)nn12
  GBA activity up: -26
> CC(=O)N1CCc2cc(Br)cc(S(=O)(=O)N3CCN(c4ccccn4)CC3)c21
  GBA activity up: -24
> COc1ccc(C)cc1C(=O)CCC(=O)Nc1ccccc1N1CCOCC1
  GBA activity up: -9

Main list (from the top)
> O=C(NCc1ccc2c(c1)OCO2)C1CCN(C(=O)Nc2ccc(Cl)cc2)CC1
  GBA activity up: -40
> CCOc1ccc2nc3ccc4[nH]onc4c3c2c1
  GBA activity up: -4
> O=C(NCCOC(=O)c1ccc(Cl)c(S(=O)(=O)N2CCCCC2)c1)c1ccncc1
  GBA activity up: 9
> COc1ccccc1N1CCN(C(=O)CSc2nnc(NC(=O)C3CC3)s2)CC1
  GBA activity up: -31
> COc1cccc(OC)c1C(=O)Nc1ccc(CN2CCOCC2)cc1
  GBA activity up: -14
> Cc1ccc2nc(-c3ccc(SCC(=O)O)nc3)[nH]c2c1
  GBA activity up: 0
> Cn1c(-c2ccc(Br)o2)nc2cc(Br)ccc21
  GBA activity up: -2
> COc1ccc(C(C(O)C(=O)c2c[nH]c3ccccc23)N2CCN(c3ccccc3)CC2)cc1 (stereo unspecified)
  GBA activity up: -37
> CCCN1CCN(CCCNC(=O)CN2C(=O)COc3ccccc32)CC1
  GBA activity up: 17
> CC(=O)Nc1ccc(S(=O)(=O)N2CCC(n3cnc4cc(F)ccc43)CC2)cc1
  GBA activity up: 7
> Cc1c(C(=O)N2CCCC2)nnn1-c1nonc1N
  GBA activity up: -9
> CN1Cc2c(N)cccc2C(c2ccccc2)C1 (stereo unspecified)
  GBA activity up: -35
> O=C(Nc1c2c(nn1-c1ccc(F)cc1)CS(=O)(=O)C2)C12CC3CC(CC(C3)C1)C2
  GBA activity up: -59
> O=C(c1ccccc1)N1CCN(C2CCCCCC2)CC1
  GBA activity up: 24
> CCOc1ccc(-c2noc(=O)[nH]2)cc1
  GBA activity up: 56
> Brc1ccccc1-c1nnc2sc(Cc3ccccc3)nn12
  GBA activity up: -26
> CC(=O)N1CCc2cc(Br)cc(S(=O)(=O)N3CCN(c4ccccn4)CC3)c21
  GBA activity up: -24
> COc1ccc(C)cc1C(=O)CCC(=O)Nc1ccccc1N1CCOCC1
  GBA activity up: -9
> CC(=O)c1nc2ccccc2n1S(=O)(=O)c1ccc(C)cc1
  GBA activity up: -2
> Cc1ccc(C(=O)Nc2nnc(-c3ccncc3)s2)o1
  GBA activity up: -4
> Cc1ccccc1OCCCC(=O)Nc1ccc2c(c1)OCO2
  GBA activity up: 7
> CCOC(=O)N1CCN(C(=O)C(c2ccccc2)c2ccccc2)CC1
  GBA activity up: -4
> Cc1onc(-c2c(F)cccc2Cl)c1C(=O)Nc1ccc(S(=O)(=O)Nc2ncccn2)cc1
  GBA activity up: -38
> COc1ccc(-c2nc3n(n2)C(c2ccccc2)C2=C(CCCC2=O)N3)cc1OC (stereo unspecified)
  GBA activity up: -15
> COc1ccc(-c2nn(-c3ccccc3)cc2C(=O)Nc2nc(CC(C)=O)ns2)cc1
  GBA activity up: 3

> COC(=O)C(C)Sc1nc2c(c(=O)n1-c1ccccc1)SCC2 (stereo unspecified)
  GBA activity up: 1
> O=C(Nc1ccc2nc(-c3cccs3)c(-c3cccs3)nc2c1)N1CCOCC1
  GBA activity up: -10
> CCC(=O)Nc1ccc(N2CCN(Cc3ccccc3)CC2)cc1
  GBA activity up: -17
> Cc1n[nH]c(C)c1S(=O)(=O)NCCc1ccc(Cl)cc1
  GBA activity up: -9
> Cc1oc(-c2ccccc2)cc1C(N)=O
  GBA activity up: 2
> O=C(COc1nsnc1N1CCOCC1)N1CCOCC1
  GBA activity up: -15
> N#CCc1nc2n(n1)Cc1ccccc1-2
  GBA activity up: -15
> O=C(COC(=O)c1cc(S(=O)(=O)N2CCOCC2)ccc1Cl)Nc1ccc2c(c1)OCO2
  GBA activity up: -10
> O=C(CNCC1CCCO1)N1CCCc2ccccc21 (stereo unspecified)
  GBA activity up: 6
> CCCN1C(=O)C(O)(C2CC(=O)CC(C)(C)O2)c2ccccc21 (stereo unspecified)
  GBA activity up: -5
> O=C(Nc1ccccc1-c1nnn(CC(=O)N2CCN(c3ccccc3)CC2)n1)c1cccs1
  GBA activity up: -5
> COc1ccc(CNC(=O)C2CC(c3cccc(OC)c3)=NO2)cc1 (stereo unspecified)
  GBA activity up: -9
> CCOC(=O)c1cccc(NC(=O)CSc2nc3cccnc3n2C)c1
  GBA activity up: -14
> Cc1ccc(Nc2cccccc2=O)cc1
  GBA activity up: -9
> O=C(CN1CCN(c2ccccc2F)CC1)Nc1ccccc1F
  GBA activity up: -16
> Oc1ccccc1C(=S)N1CCCCCC1
  GBA activity up: -18
> COc1ccc(C(c2nnnn2C2CCCC2)N2CCN(C3CCCC3)CC2)cc1OC (stereo unspecified)
  GBA activity up: -52
> COc1ccc2nc(NC3=NCCC3)sc2c1
  GBA activity up: 10
> CCCn1c(SCC(=O)Nc2cccc(C)n2)nnc1-c1ccco1
  GBA activity up: -42
> Cc1ccc(NC(=O)CSc2nc3c(c(=O)[nH]2)CCC3)cc1C
  GBA activity up: -2
> CCCN(Cc1cc2ccc(C)cc2[nH]c1=O)C(=O)c1ccccn1
  GBA activity up: -25
> Nc1nonc1-c1noc(-c2ccccc2Br)n1
  GBA activity up: 3
> COCc1cc(C)nc(SCC(=O)NCc2ccco2)c1C#N
  GBA activity up: -7
> CCCNc1ncccc1C(N)=O
  GBA activity up: 48
> O=C(COc1ccccc1Br)c1ccc(O)cc1O
  GBA activity up: -12

> O=C(O)CN1C(=O)Nc2ccc(Br)cc2C1c1ccccc1 (stereo unspecified)
  GBA activity up: -18
> Cc1ccc(-n2ncc(C#N)c2/N=C/N2CCOCC2)cc1
  GBA activity up: -12
> NC(=O)CC(NC(=O)OCc1ccccc1)C(=O)O (stereo unspecified)
  GBA activity up: 5
> CCOC(=O)c1[nH]c(C)c(/C(O)=C2\C(=O)C(=O)N(CCN(C)C)C2c2ccco2)c1C (stereo unspecified)
  GBA activity up: 13
> COCCNC(=O)C(c1ccc(F)cc1)N(Cc1ccco1)C(=O)CCC(=O)Nc1nccs1 (stereo unspecified)
  GBA activity up: -21
> Cc1cc(NC(=O)CCn2c(=O)sc3ccccc32)no1
  GBA activity up: 52
> Cn1c(=O)cc(SCC(=O)NCCCN2CCN(c3ccc(F)cc3)CC2)c2ccccc21
  GBA activity up: -47
> COCCCNc1nc2ccccc2nc1NS(=O)(=O)c1cccs1
  GBA activity up: -16
> Cc1cc(=O)n2nc(N3CCCC(C(=O)N4CCN(c5ccccc5)CC4)C3)sc2n1 (stereo unspecified)
  GBA activity up: -8
> N#Cc1nc(Cc2ccccc2)oc1NCCN1CCOCC1
  GBA activity up: -3
> CCCN(CCC)CCNC(=O)C(NS(=O)(=O)c1ccc2c(c1)CCC(=O)N2)c1ccccc1 (stereo unspecified)
  GBA activity up: -9
> CCOc1cc(NC(=O)C2CCCO2)c(OCC)cc1NC(=O)C1CC1 (stereo unspecified)
  GBA activity up: 4
> COCC(=O)N(C)C1(c2nnnn2CCOC(=O)Nc2ccc(Cl)cc2)CCCC1
  GBA activity up: -11
> CCOC(=O)Nc1cccc(Cl)c1C
  GBA activity up: -6
> CCn1c(SCC(=O)Nc2cc(OC)ccc2OC)nnc1C1CCCCC1
  GBA activity up: 8
> O=C(O)CCCC(=O)Nc1ccccc1Br
  GBA activity up: -11
> CCC(=O)N/C=C/n1cnc2cc(C(F)(F)F)ccc21
  GBA activity up: 30
> CCCN(CCC)CCCNS(=O)(=O)c1cc(Br)cc2c1N(C(C)=O)CC2
  GBA activity up: 13
> O=C(NCCCn1ccnc1)c1cn(-c2ccccc2)nc1-c1ccc(F)cc1
  GBA activity up: 17
> CC1=C2C(=O)OC(c3ccoc3)C2(C)CCC1 (stereo unspecified)
  GBA activity up: 4
> O=C(CN1C(=O)COc2ccccc21)NCCN1CCc2ccccc2C1
  GBA activity up: -6
> C=CCc1ccccc1OCC(O)CN1CCN(Cc2ccc3c(c2)OCO3)CC1 (stereo unspecified)
  GBA activity up: -24
> COCC(=O)Nc1nnc(SCC(=O)NCc2cccs2)s1
  GBA activity up: 10
> Cc1ccccc1OCc1nc(-c2ccccc2)no1
  GBA activity up: 32
> O=C(c1ccc2nc(-c3ccco3)c(-c3ccco3)nc2c1)N1CCN(c2ccccc2)CC1
  GBA activity up: -1

> COCCn1c(C)cc(C(=O)COC(=O)c2ccc3ncsc3c2)c1C
  GBA activity up: -11
> O=C(c1ccc(C(=O)N2CCOCC2)nc1)N1CCOCC1
  GBA activity up: -9
> COC(=O)c1cn(C)c2ccc(S(=O)(=O)N3CC(C)CC(C)C3)cc2c1=O (stereo unspecified)
  GBA activity up: -19
> Cc1noc(COc2ccccc2OCC(N)=O)c1Cl
  GBA activity up: -8
> CC1(c2ccccc2)NC(=O)N(CC(=O)N2CCOCC2)C1=O (stereo unspecified)
  GBA activity up: -4
> CC12CN(C(=O)c3ccco3)CC(c3ccccc3)(CN(C(=O)c3ccco3)C1)C2=O
  GBA activity up: -15
> CCCCCn1c(CN2CCN(Cc3ccccc3)CC2)nc2c1c(=O)[nH]c(=O)n2C
  GBA activity up: -20
> O=C(c1cnc2n(c1=O)CCS2)N1CCN(c2ccc(Cl)c(Cl)c2)CC1
  GBA activity up: -10
> CCC(=O)Nc1ccc(NC(=O)c2ccco2)c(OC)c1
  GBA activity up: 5
> COCCCn1c(-c2ccccc2Cl)n[nH]c1=S
  GBA activity up: -2
> O=C(CCN1C(=O)c2ccccc2C1=O)N1CCN(c2ccccn2)CC1
  GBA activity up: -39
> CC(C)(C)C1CCC(=O)C(C2(O)C(=O)Nc3ccccc32)C1 (stereo unspecified)
  GBA activity up: 5
> CC(=O)c1cccc(NC(=O)c2ccc(NS(=O)(=O)c3c(C)noc3C)cc2)c1
  GBA activity up: 10
> Cc1nc(NC(=O)c2ccccc2)sc1-c1csc(N)n1
  GBA activity up: -43
> COC(=O)C(C)NS(=O)(=O)c1ccc(NC(C)=O)cc1 (stereo unspecified)
  GBA activity up: -11
> O=C(COc1ccccc1)Nc1nc2ccccc2[nH]1
  GBA activity up: 35
> CC(C)(C)n1ncc2c(=O)n(CC(=O)NCc3ccccc3)cnc21
  GBA activity up: -63
> C=CCn1c2ccccc2c2nnc(SCCCn3c(=O)[nH]c4ccccc43)nc21
  GBA activity up: 3
> O=C(Nc1ccc2c(c1)OCO2)c1ccc(CN2CCOCC2)cc1
  GBA activity up: 7
> O=C(NCCc1ccccc1)C1CCN(c2nc3ccccc3o2)CC1
  GBA activity up: -1
> CCN1C(=O)C(O)(CC(=O)c2cc(C)ccc2C)c2ccccc21 (stereo unspecified)
  GBA activity up: 27
> Cc1ccc(NC(=O)Cn2cccc2)cc1C
  GBA activity up: -10
> CCN(C(=O)c1cn(CC)c(=O)c2cc(OC)c(OC)cc12)c1ccccc1C
  GBA activity up: -2
> CCN(CCCNC(=O)CN(C)S(=O)(=O)c1cccc2nsnc12)c1cccc(C)c1
  GBA activity up: -19
> CCNc1ccc(C(=O)OCC)cc1NC(=O)c1cc(S(=O)(=O)N2CCOCC2)ccc1C
  GBA activity up: -26

> CC(=O)OC1CC2(C)C(=O)CCC2C2CCc3cc(O)ccc3C12 (stereo unspecified)
  GBA activity up: -19
> CCN(CC)CCCNC(=O)c1cn(CCOC)c(=O)c2c1c1ccccc1n2C
  GBA activity up: -8
> O=c1c2c3nc4ccccc4nc3n(-c3cccc(F)c3)c2ncn1Cc1ccc2c(c1)OCO2
  GBA activity up: -27
> CC(=O)N(C(C)=O)c1c(N2CCOCC2)c2ccccc2oc1=O
  GBA activity up: 1
> Cc1ccc(S(=O)(=O)Nc2nc(C)cc(NCCN)n2)cc1
  GBA activity up: -24
> COc1ccc(CCNS(=O)(=O)c2ccc3c(c2)OCCO3)cc1
  GBA activity up: -8
> O=C(CN1CCC(n2nnc3cc(F)ccc32)CC1)NC1CCCCC1
  GBA activity up: -7
> Cc1ccc(C)c(N2CCN(C(=O)C3CCN(S(=O)(=O)c4c(C)noc4C)CC3)CC2)c1
  GBA activity up: -53
> COCCNC(=O)c1ccccc1NC(=O)COc1ccccc1
  GBA activity up: -15
> O=C(Nc1ccc2oc(=O)ccc2c1)c1cccnc1
  GBA activity up: -35
> COC(=O)CCN(C(=O)c1ccc2c(c1)OCO2)c1ccccn1
  GBA activity up: -14
> CCC1CCCCN1CCCNC(=O)Cn1nc(-c2ccc(C)cc2)ccc1=O (stereo unspecified)
  GBA activity up: -27
> CCCCC(c1nnnn1CS(=O)(=O)c1ccc(C)cc1)N1CCN(c2ccccc2)CC1 (stereo unspecified)
  GBA activity up: 3
